CCR6 antag: CCR6 receptor antagonists, primary screen, cell-based, CHO-K1, luminescence, beta-arrestin, uHTS | CHO-K1 CCR6 PathHunter beta-arrestin, CCL20-stimulated | inhibition, % at 20 µM | 0.49% of 340,000 active | AID 493098, 2011;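 active = compounds whose inhibition of the agonist-driven luminescence signal at 20 µM reaches about 50%, limit read from the data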;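 also: cells stimulated with CCL20 at 14 nM final; plate controls were DMSO with CCL20 for no effect and DMSO without agonist for full effect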
Target sequence (P51684 whole entry, looked up): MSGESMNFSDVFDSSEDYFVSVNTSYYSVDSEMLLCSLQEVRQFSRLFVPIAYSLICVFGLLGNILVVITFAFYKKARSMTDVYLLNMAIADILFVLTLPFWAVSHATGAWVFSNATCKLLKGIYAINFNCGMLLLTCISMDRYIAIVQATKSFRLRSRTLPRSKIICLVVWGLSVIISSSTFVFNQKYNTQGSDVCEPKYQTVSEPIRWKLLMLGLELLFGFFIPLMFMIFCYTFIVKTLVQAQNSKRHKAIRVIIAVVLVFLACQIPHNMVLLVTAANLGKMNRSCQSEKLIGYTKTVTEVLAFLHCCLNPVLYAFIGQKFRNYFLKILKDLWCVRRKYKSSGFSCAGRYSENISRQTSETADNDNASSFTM
CHOP UPR activ: activators of apoptotic CHOP UPR arm, primary screen, cell-based, CHO-CHOP luciferase reporter, luminescence, uHTS. AID 449763, 2010. UPR activation; percent of tunicamycin response over DMSO baseline. 0.34% of 330,000 active. activation, % at 10 µM;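 active = at 10 µM dose, activation of 40% or more, normalized to positive control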;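 also: 100% = tunicamycin at 10 µg/mL and 0% = DMSO alone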
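Assay system: CHO-CHOP cells, stable luciferase reporter of PERK-eIF2a-CHOP signalling / Buffer or medium: F12 plus 10% serum / Compound dosing: one dose, 10 µM in 0.5% DMSO / Times: 6 h compound treatment, 37 °C / Technique: luciferase luminescence / Read-out: % reporter activation, DMSO baseline versus tunicamycin full activation / Benchmarks: tunicamycin and DMSO controls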
UPR XBP1 act: activators of adaptive XBP1 UPR arm, primary screen, cell-based, CHO-XBP1 luciferase reporter, luminescence, uHTS; IRE1-XBP1 UPR activation; percent of tunicamycin response, DMSO as zero; activation, % at 20 µM; 0.33% of 330,000 active; AID 463104, 2010;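 active = versus positive control, 20 µM dose yields 30% or more activation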;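 also: 100% = tunicamycin at 10 µg/mL and 0% = DMSO only wells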
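Material: CHO cell line with stable XBP1 luciferase reporter; schedule: 16-18 h cell attachment at 37 °C, then 6 h compound exposure; signal: glow luminescence from Steady-Glo reagent; medium: serum-containing F12 medium, 10% FBS; benchmarks: tunicamycin 10 µg/mL and vehicle-only wells; read-out: percent activation relative to tunicamycin reference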
Mdm2 MdmX PPI: inhibitors of human Mdm2-MdmX association, primary screen, cell-based, luminescence, split luciferase, SaOS-2, uHTS; Protein Mdm4 (Homo sapiens) + E3 ubiquitin-protein ligase Mdm2 (Homo sapiens), …; SaOS-2 split-luciferase Mdm2/MdmX complementation; inhibition, % at 8 µM; 3% of 330,000 active; AID 485346, 2010;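 active = inhibition of at least 50% at 8 µM in the primary screen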
APJ antagonist: antagonists of human apelin receptor APJ, primary screen, CHO-K1 cells, beta-arrestin complementation, luminescence; inhibition, % at 20 µM; AID 2521, 2010; 0.32% of 330,000 active; P35414;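 active = inhibition above about 40% at 20 µM, limit read from the data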;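 also: cells challenged with 10 nM apelin-13 agonist together with compound; plate controls were apelin-13 plus DMSO wells for no effect and DMSO wells lacking apelin-13 for full effect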
Target sequence (P35414 whole entry, looked up): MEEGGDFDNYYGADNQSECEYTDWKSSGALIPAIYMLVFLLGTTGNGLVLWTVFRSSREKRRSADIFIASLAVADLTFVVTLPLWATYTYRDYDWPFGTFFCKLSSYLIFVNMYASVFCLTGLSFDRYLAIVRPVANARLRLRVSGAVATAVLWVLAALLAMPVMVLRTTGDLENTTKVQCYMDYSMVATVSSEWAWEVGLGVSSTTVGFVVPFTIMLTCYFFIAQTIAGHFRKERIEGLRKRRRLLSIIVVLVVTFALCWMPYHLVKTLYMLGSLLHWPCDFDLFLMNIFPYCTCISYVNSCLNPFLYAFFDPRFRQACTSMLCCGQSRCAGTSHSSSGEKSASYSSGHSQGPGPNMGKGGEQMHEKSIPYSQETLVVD
APJ agonist: agonists of human apelin receptor APJ, primary screen, CHO-K1 cells, PathHunter beta-arrestin, luminescence. P35414. AID 2520, 2010. activation, % at 20 µM. 0.11% of 330,000 active. 0% DMSO wells, 100% apelin;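 active = activation more than six SD over the plate average, tested at 20 µM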;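 also: 0% = DMSO alone and 100% = apelin-13 at 10 nM; some results filed as inactive read as strong as hits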
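Incubation: overnight seeding, 90 min compound at 25 °C, 1 h detection; test system: PathHunter CHO-K1 APJ (AGTRL-1) beta-arrestin reporter cells; amount: 1000 cells/well; doses: one dose, 20 µM compound, 1% DMSO; measured by: beta-gal luminescence; measure: agonist-driven arrestin binding to APJ; benchmarks: negative DMSO alone, positive Apelin-13 at 10 nM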
tim23-1 inh: growth inhibitors of tim23-1 mutant yeast, primary screen, luminescence, uHTS. AID 463212, 2010. 1.3% of 330,000 active. inhibition, % at 20 µM. S. cerevisiae tim23-1 growth, BacTiter-Glo luminescence, 24 h;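 active = growth inhibition of the mutant yeast at or above 50%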;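 also: temperature-sensitive mutant grown at 25 °C; plate controls were DMSO-treated mutant yeast for no effect and medium wells lacking yeast for full effect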
CXCR6 block: CXCR6 receptor inhibitors, primary screen, cell-based, beta-arrestin, luminescence, CHO-K1 PathHunter, 1536-well | AID 602244, 2012 | 0.36% of 360,000 active | inhibition, % at 20 µM; in the data active = inhibition above about 34%, passing the limit was not always enough;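 also: antagonist mode with CXCL16 agonist at 10 nM final; 0% = 10 nM CXCL16 with DMSO and 100% = unstimulated wells without agonist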
EBI2 antag: EBI2 receptor antagonists, beta-arrestin recruitment, primary screen, cell-based, luminescence, 7a,25-OHC stimulation, uHTS; G-protein coupled receptor 183 (Homo sapiens), P32249; 7a,25-OHC stimulated; inhibition, % at 5 µM; 0.81% of 360,000 active; AID 651636, 2012; in the data active = inhibition above about 38%;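 also: enzyme fragment complementation signal reports receptor beta-arrestin coupling in cells; 0% = agonist plus DMSO wells and 100% = wells without agonist; some results beyond the cut were filed as inactive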
An asterisk follows results filed as active; . = not tested or not shown. Some of the compounds tested. The share of hits here may be higher or lower than overall.

#	molecule	APJ antagonist	tim23-1 inh	APJ agonist	CCR6 antag	CHOP UPR activ	CXCR6 block	UPR XBP1 act	EBI2 antag	Mdm2 MdmX PPI
1	COCC(C)N=C1NN=C(c2cccs2)C(CC(=O)O)S1 (configuration not stated)	14	31	-4	5	1.6	-1	-2	3	10
2	CCCc1cc(N2CCCC(C(=O)NCC)C2)n2ncnc2n1 (configuration not stated)	-1	20	-3	3	0.7	-5	-2	-10	1
3	CC(C)CCN(C(=O)c1ccncc1)c1c(N)n(Cc2ccccc2)c(=O)[nH]c1=O	9	37	0	3	0.7	7	0	-4	20
4	CC(C)NC(=O)[C@H](CSCc1ccccc1)N1Cc2ccccc2C1=O	-5	14	-2	12	-1.1	-1	-2	4	6
5	Cc1ccn2c(=O)nc(SCC(=O)c3ccccc3)nc2c1	21	-7	-5	6	3.5	10	1	4	-19
6	CSc1ncccc1C(=O)N(C)CC(=O)Nc1ccc(Cl)cc1	-18	16	5	-7	0.7	-6	1	-9	6
7	FCCCOc1ccc(-c2ccnc3ncnn23)cc1	-7	-12	-2	-5	1.8	-1	2	-5	-16
8	CC1CCN(C(=O)COC(=O)Cn2cnc3c2c(=O)n(C)c(=O)n3C)CC1	-4	-12	10	0	1.2	-4	0	-7	7
9	COC(=O)C1CCN(C(=O)NC(C)(C)C)CC1	3	-1	-2	2	-0.5	-7	-1	5	8
10	CC(C)c1cc(=O)[nH]c(SCC(=O)NC2CCCC2)n1	-4	8	-5	1	-1.5	3	-3	-1	15
11	COn1c(=O)c(=O)n(O)c2ccccc21	-17	8	-2	-14	-0.1	7	-3	1	-18
12	C[C@@H]1C(c2cccc(Cl)c2)=NN(c2ccc(Br)cc2)[C@H]1C(=O)N1CCOC1=O	.	52*	.	12	1.1	-3	-5	13	-3
13	O=C(Nn1c(SCc2ccc(F)cc2)nc2ccsc2c1=O)c1ccccc1	10	26	-4	8	1.7	12	1	-4	-11
14	CCC(CC)c1nnc(NC(=O)COc2ccc3c(c2)OCO3)s1	15	30	-4	12	0.1	6	-3	4	10
15	Cc1cc(C)cc(N(C(C)C(=O)NC2CCCC2)S(C)(=O)=O)c1 (configuration not stated)	-12	88*	-5	7	-0.2	6	-1	-4	-5
16	Cc1ccc(C)c(Cn2nnc3c(=O)[nH]c(C(=O)NCc4ccco4)nc32)c1	-7	14	-2	10	0.5	0	-2	2	-1
17	O=C(NCCc1cccc(Cl)c1)c1ccc(Cl)c([N+](=O)[O-])c1	-30	35	0	-2	3.9	-18	-1	2	-4
18	CN1CCN(c2nnc(-c3ccc(F)cc3)c3ccccc23)CC1	30	-33	-6	7	-2.9	14	-3	1	22
19	O=C(c1ccco1)N1CCN(C(c2ccccc2F)c2nnnn2CC2CCCO2)CC1 (configuration not stated)	20	10	3	-9	-0.2	2	-2	-5	0
20	COc1ccc([C@H]2/C=C\CN(C(=O)CC(C)(C)C)[C@@H](C)C(=O)N2Cc2ccc(F)cc2)cc1	-4	35	1	10	0.9	5	-2	17	14
21	CC(C)c1ccc(NC(=O)CCNS(=O)(=O)c2cccc3nsnc23)cc1	13	17	0	8	-2.7	-3	0	2	13
22	COc1cc2oc3ccccc3c(=O)c2cc1OC	13	63*	-2	10	4.6	8	11	-1	29
23	COc1ccc(-n2cc(CNCCc3ncc(C)[nH]3)c(-c3ccccc3Cl)n2)cc1	11	-85	-3	-8	0.7	9	1	-7	17
24	COCCCn1c(C(=O)NCCC2=CCCCC2)cc2c(=O)n3cccc(C)c3nc21	12	10	7	4	2.5	-6	4	12	17
25	Cn1c(=O)n(-c2ccc(Cl)cc2)c(=O)c2c3c(sc21)COC(C)(C)C3	-10	26	6	-21	-4.0	-6	1	-1	12
26	CCOc1ccc(CCNC(=O)COC(=O)CNC(=O)c2ccc(Br)o2)cc1OCC	9	-10	2	-1	0.3	-1	-1	-5	2
27	COC(=O)c1ccc(OC(=O)C2CSC3(C)CCC(=O)N23)cc1 (configuration not stated)	16	-2	2	8	-0.6	10	-1	-9	9
28	CCCCn1c(N)c(N(CC(C)C)C(=O)c2cccs2)c(=O)[nH]c1=O	-59	-3	10	-2	0.3	-1	1	-15	21
29	CCOc1ccc(CN(Cc2ccco2)C(c2cccs2)c2nnnn2C(C)(C)C)cc1 (configuration not stated)	-4	24	0	1	-1.5	16	-2	18	25
30	C/C(=N\NC(=O)c1ccc(Cn2cc(Br)cn2)o1)c1ccc(NC(=O)c2ccoc2C)cc1	-3	-2	11	5	4.3	-19	-1	-18	43
31	CC(=N\Nc1ccccc1)/C(=N/O)C(=O)Nc1ccccc1	-9	21	-3	5	0.6	-5	-2	-8	5
32	Cc1cc(=O)n2nc(N3CCCC(C(=O)NCCC4=CCCCC4)C3)sc2n1 (configuration not stated)	0	13	-3	7	-2.8	-10	-4	-4	24
33	CC(=O)N(CCC(Cc1ccccc1)c1ccco1)Cc1ccco1 (configuration not stated)	20	19	-2	12	0.5	5	-1	4	9
34	CC(C)(C)n1nc(-c2ccc(F)cc2)c2c(N)ncnc21	-39	73*	-2	9	-4.6	-4	15	-15	59*
35	COCCCN(C(=O)CCOc1ccc(C)cc1)c1c(N)n(Cc2ccccc2)c(=O)[nH]c1=O	4	-5	-4	16	-1.1	-6	2	-4	31
36	CCCCn1c(SCC(=O)Nc2sc3c(c2C(N)=O)CCC3)nnc1-c1ccccc1	11	2	-6	13	-0.6	11	-4	-9	34
37	O=C(O)CCc1ccc(-c2cccs2)n1Cc1ccco1	7	19	-6	2	-2.1	-11	-2	-12	3
38	Cc1nc([N+](=O)[O-])c(N2CCN(Cc3ccccc3)CC2)n1Cc1ccccc1	2	3	2	24	-0.2	8	-2	12	3
39	O=C(CSc1nc2ccccc2c(=O)n1Cc1ccccc1)NCc1ccco1	-17	4	-2	11	1.1	-6	2	2	-23
40	CCOC(=O)c1nnn(-c2nonc2N)c1COc1ccc(F)cc1	8	17	-3	16	-1.8	3	0	8	20
41	O=C1CC(c2ccccc2)CC(O)=C1C=NCc1ccncc1 (configuration not stated)	0	2	-3	3	-0.2	-9	-3	1	9
42	O=C(O)C1CC(=O)N(c2ccc(F)c(F)c2)C1 (configuration not stated)	-13	5	0	18	0.6	1	-1	-12	15
43	Cc1cc(C(=O)N2CCN(c3ccccc3O)CC2)c(C)o1	8	26	0	-2	0.7	-6	-3	1	-7
44	Cc1cccc2sc(N(CCCN(C)C)C(=O)CCc3ccccc3)nc12	-7	-29	0	4	3.8	-8	3	-16	60*
45	Cc1nc(-c2cccc(NC(=O)C3CCCCC3)c2)cs1	3	39	-2	24	-0.3	6	-2	-11	1
46	CS(=O)(=O)N1CCN(c2ccc(NC(=S)NC(=O)c3ccccc3[N+](=O)[O-])cc2)CC1	-14	-14	-3	25	-0.6	5	-1	-1	21
47	CN(Cc1ccc2nonc2c1)Cc1nc(Cc2cccc(F)c2)no1	4	4	-3	9	1.8	-3	0	-7	14
48	Cc1cc(C(=O)NNC(=O)COc2ccccc2Cl)n[nH]1	1	5	0	11	2.3	1	-2	2	-7
49	Nc1nonc1-n1nnc(C(=O)N/N=C/c2ccc(Cl)cc2Cl)c1CN1CCCC1	1	-25	-1	-5	1.2	2	-2	7	-16
50	COC(=O)c1ccc(/C=N/Nc2nc(-c3ccccc3)cs2)cc1	-1	11	-2	-13	3.6	-7	1	-7	-33

(next part)
#	molecule	APJ antagonist	tim23-1 inh	APJ agonist	CCR6 antag	CHOP UPR activ	CXCR6 block	UPR XBP1 act	EBI2 antag	Mdm2 MdmX PPI
51	Brc1ccc(OCc2nnc3n2CCC3)cc1	3	-3	-2	-1	-2.2	-3	3	-6	10
52	Cc1ccc(OC(=O)c2cccc(S(=O)(=O)N(C)C)c2)c(-n2nc3ccccc3n2)c1	3	26	-1	13	1.7	-8	0	15	-7
53	C=CCn1c(Cc2ccc(OC)cc2)nnc1SCc1nc2ccccc2c(=O)[nH]1	10	17	1	25	1.2	-5	0	-3	-28
54	O=C(Nc1ccnn1C1CCN(CC2CC=CCC2)CC1)c1ccccc1Cl (configuration not stated)	13	-1	-3	13	2.2	-3	-5	-12	24
55	COc1ccc(CNC(=O)COC(=O)C(CCSC)NC(=O)c2ccco2)cc1OC (configuration not stated)	7	7	-2	0	2.5	-3	-1	-2	-5
56	CC1(c2ccccc2)NC(=O)N(CC(=O)N2CCN(S(=O)(=O)c3ccccc3[N+](=O)[O-])CC2)C1=O (configuration not stated)	-4	-8	-2	-3	-1.8	-8	-4	-2	7
57	OCCN1CCN(CC/C=C2/c3ccccc3Sc3ccc(Cl)cc32)CC1	0	12	-3	27	2.7	2	-2	2	61*
58	CCCCn1c(SCC(=O)Nc2nc(C)cs2)nnc1-c1cccnc1	-10	-5	-1	3	1.6	25	0	5	13
59	O=C(CCS(=O)(=O)Cc1ccccc1)N1CCc2ccccc2C1	-8	46	6	-14	-1.4	-6	0	-10	1
60	O=C(CSc1nc2ccccc2[nH]1)NC1CCS(=O)(=O)C1 (configuration not stated)	13	3	-5	-5	-1.1	10	-3	-13	9
61	CCCCCN(C(=O)CCC(=O)OCc1cccc(Cl)c1)c1c(N)n(CCCC)c(=O)[nH]c1=O	9	19	-8	8	0.2	1	2	9	12
62	CN(C)S(=O)(=O)Oc1ccc(Cl)cc1C(=O)Nc1ccc(F)cc1F	11	8	-4	0	1.1	2	-2	-4	11
63	COc1cc(CNn2cn[nH]c2=S)ccc1OCC(=O)NC(C)(C)C	7	9	0	1	3.3	-5	-2	1	20
64	Cc1ccc(NC(=O)CSc2nc(=O)n(CCCN3CCOCC3)c3c2CCCC3)cc1	19	3	2	19	2.1	0	2	0	24
65	CCOc1ccc2nc(N(CCN(CC)CC)C(=O)c3cccc([N+](=O)[O-])c3)sc2c1	17	0	-5	12	0.7	-1	-1	-3	-17
66	CC(C)C(=O)Nc1nnc(CCc2nnc(NC(=O)C(C)C)s2)s1	-9	5	-3	-5	2.9	-1	-1	-5	-8
67	C[N+](C)(C)CCCCCCCCCC[N+](C)(C)C	10	17	-1	1	-1.0	-4	-6	-6	-5
